Screening data as filed in PubChem.
A549 tox – A549 cytotoxicity, counter-screen for Nrf2 inhibitors; A549 ARE-Fluc cells, CellTiter-Fluor viability, 18-24 h; Potency, µM (series often up to 46 µM), inactives show top-dose activity change, negative = cytotoxicity, usual class: inhibitors; actives 0.16% (n = 390,000); AID 504648; note: potency is the fitted concentration of half-maximal effect; % is set by controls: 0 for no effect and ±100 for the full control effect
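A549 ARE_Fluc cells in 5% FBS OPTI-MEM were exposed to compounds in concentration-response for 18-24 h at 37 deg C. Viability was read by CellTiter-Fluor fluorescence (Ex 405/Em 525) after 30 min, before the luciferase read.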
TGFb SMAD3 inh – blocks TGF-b signaling; HepG2 CAGA-GFP TGF-b/SMAD3 reporter, GFP fluorescence, 18 h; TGF-beta stimulated, 500 pg/mL final; Potency, µM (doses to about 46.1 µM), for the others: top-dose activity, negative = inhibition, most hits filed as inhibitors; actives 1.2% (n = 410,000); note: potency is the fitted concentration of half-maximal effect; % is set by controls: 0 for no effect and ±100 for the full control effect; nearly all actives have a fitted effect of over 65% in size
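Read-out: total well GFP (ex488/em500-530) summed from mean per-cell fluorescence. Cells: HEPG2 CAGA-GFP, 1% FBS DMEM, 18 h at 37 degrees C with 500 pg/mL final TGF-beta. Unstimulated wells served as the full-inhibition control; stimulated DMSO wells = 0%.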
Nrf2 activator – activators of Nrf2 (ARE) signaling. AREc32 ARE-luciferase reporter (MCF7-derived line), luminescence, 24 h. Potency, µM (top dose mostly 46.1 µM), for inactives: at the top dose activation, usual class: activators. actives 0.31% (n = 410,000). AID 624171; note: potency is the fitted concentration of half-maximal effect; % of control where 0% means no effect; nearly all actives have a fitted effect of over 65% in size
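AREc32 cells carrying an ARE-driven firefly luciferase, 1000 cells/well in OPTI-MEM with 5% FBS, dosed after overnight attachment and incubated 24 hr at 37 deg C. Steady-Glo luminescence read after 30 min at RT.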
Nrf2 inh – Nrf2 pathway inhibition. A549 ARE-Fluc reporter, luciferase luminescence, 18-24 h. Potency, µM (top dose mostly 46 µM), for the others: top-dose activity change, negative = inhibition, actives largely listed as inhibitors. actives 2.1% (n = 360,000). AID 504444; note: potency is the fitted concentration of half-maximal effect; % is set by controls: 0 for no effect and ±100 for the full control effect; nearly all actives have a fitted effect of over 60% in size
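Two sequential reads on A549 ARE_Fluc cells exposed to compound for 18-24 h: a CellTiter-Fluor fluorescence read for viability, then a luciferase luminescence read for Nrf2/ARE activity.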
ATXN viability – viability counter-screen for ATXN expression inhibitors; S2 cells (HEK-293 line with an ATXN2-luciferase reporter) viability, CellTiter-Fluor protease fluorescence, 24 h; Potency, µM (series often up to 56.7 µM), actives largely listed as cytotoxic; actives 0.49% (n = 400,000); note: potency is the fitted concentration of half-maximal effect; nearly all actives have a fitted effect of over 40% in size
HepG2 tox – kills HepG2 cells in TGF-b inhibitor counter-screen; AID 588856; actives 0.76% (n = 410,000); Potency, µM (highest dose often 46.1 µM), without a hit: at the highest dose activity change, negative = cytotoxicity, hits mostly cytotoxic; HepG2 CAGA-GFP viability, ATP luminescence, 18 h; note: potency is the fitted concentration of half-maximal effect; some results filed as inactive show a strong effect at the top dose
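CellTiter-Glo luminescence gave cytotoxicity after 18 hours at 37 degrees C. The cells were HepG2 CAGA-GFP in 1% FBS DMEM, stimulated with 500 pg/mL TGF-beta after compound addition. %Activity was normalised to no-cell wells (complete cell-killing) and DMSO (no toxicity), and curves were fitted and classified.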
MCF10A rereplic – inducers of DNA re-replication in MCF 10A breast cells; Potency, µM (highest dose often 46.1 µM), without a hit: at the top dose activity, positive = re-replication, most hits filed as activators; MCF 10A DNA re-replication, Hoechst nuclear intensity, 48 h; actives 2.9% (n = 350,000); note: potency is the fitted concentration of half-maximal effect; % of control where 0% means no effect; nearly all actives have a fitted effect of over 50% in size
IL1B secr inh – inhibitors of inflammasome signaling (IL-1 beta secretion); AID 743279; actives 4.7% (n = 360,000); THP-1 LPS/ATP IL-1B secretion, AlphaLISA, 16 h; active compounds read low; activity change, % at 57.5 µM; in the data active = activity change below about -50%; inconclusive = mostly about -30% to -49%; note: % is set by controls: 0 for no effect and ±100 for the full control effect
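Secreted IL-1B measured by AlphaLISA bead assay after 16 h compound exposure of THP-1 cells; compounds (final up to 57.5 uM) added 1 h before LPS (250 ng/mL) and ATP (1.25 mM) stimulation; lower signal means less secretion.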
ATXN2 expr inh – ATXN2 expression inhibition | Potency, µM (series often up to 57 µM), without a hit: at the top dose activity change, negative = inhibition, usual class: inhibitors | AID 1745845 | HEK-293 ATXN2-luciferase reporter, luminescence, 24 h | actives 0.72% (n = 360,000); note: potency is the fitted concentration of half-maximal effect; % is set by controls: 0 for no effect and ±100 for the full control effect; nearly all actives have a fitted effect of over 55% in size
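qHTS (up to 57 uM final) was run with 24 h compound exposure of reporter cells at 37 °C. Each well was multiplexed: SteadyGlo luminescence measured ATXN2-luciferase expression after a fluorogenic Gly-Phe-AFC viability readout (25 uM final).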
Active calls of the source: *; i = inactive; ? = inconclusive; · = no result given; & = joins results of further samples; [ ] = remark or other dose. Unless noted, calls come from the whole dose curve; as a rule, active = well fitted curve in the direction sought with a large enough effect; inconclusive = small, poorly fitted or top-dose-only effect, or another doubt; inactive = no such curve, though single readings can be large; an effect the other way counts as inactive or inconclusive. The order is random; any-hit rate near 8.8%.

SMILES | A549 tox | TGFb SMAD3 inh | Nrf2 activator | Nrf2 inh | ATXN viability | HepG2 tox | MCF10A rereplic | IL1B secr inh | ATXN2 expr inh
Clc1ccc(CSc2cc3c(nn2)-c2ccccc2CC3)cc1 | 15% | -2% | 5.4% | ? | i | -28% | -1% | 45 | 23%
COc1cccc(CNC(=O)CN2C(=O)CSc3ccc(S(=O)(=O)N(C)C)cc32)c1 | 7% | ? | 0.2% | -7% | i | -16% | · | · | 9%
COC(=O)C1CCN(C(=O)COC(=O)c2ccc(=O)n(Cc3ccccc3)n2)CC1 | -13% | 1% | -0.1% | -2% | i | -5% | 4% | 15 | 3%
O=C(COC(=O)c1ccc2c(c1)OCCO2)Nc1ccc(F)cc1F | -2% | 1% | -0.1% | 9% | i | -3% | 4% | 15 | 8%
CC1CCN(S(=O)(=O)c2ccc3ncn(CC(=O)N4CCN(C)CC4)c(=O)c3c2)CC1 | 16% | -18% | -0.5% | -6% | i | -13% | 18% | 0 | -30%[11.3 µM]
COCc1ccc(C(=O)N2CCCC(Nc3ccc(F)c(F)c3)C2)s1 (stereo not given) | ? | -2% | 0.3% | ? | i | -14% | 3% | -9 | -8%
O=C(Cn1cnc2c(OCc3ccccc3)ncnc21)NCc1ccccc1 | 2% | -1% | -0.8% | 0% | i | -56% | ? | 61 | 5%
CCOc1ccc(NC(=O)CN2C(=O)CSc3ccc(S(=O)(=O)N4CCOCC4)cc32)cc1 | -3% | -2% | 0.2% | -3% | i | 0% | -1% | 0 | 14%
O=C(CCCc1c[nH]c2ccccc12)Nc1ccc(S(=O)(=O)Nc2ncccn2)cc1 | 0% | 4% | -0.3% | -5% | i | 1% | -4% | 26 | 9%
COc1ccc(Cc2ccccc2C(=O)O)cc1 | 4% | 0% | 0.0% | 6% | i | -2% | -3% | 1 | 7%
CC(C)CNS(=O)(=O)c1cc2c3c(c1)CCC(=O)N3CCC2 | 5% | 16% | 0.2% | 0% | i | 1% | 5% | 29 | ·
COc1cc2ccnc(C=O)c2cc1OC | · | 0% | 0.2% | · | i | 2% | · | -6 | ·
O=C(CN1C(=O)CSc2ccc(S(=O)(=O)N3CCOCC3)cc21)NCCCN1CCc2ccccc2C1 | 6% | -1% | 0.9% | 5% | i | -36% | 0% | -11 | ·
Cc1cc(C)cc(-n2c(SCC(=O)N3CCc4ccccc43)nc3c([nH]c4ccccc43)c2=O)c1 | 0% | -1% | 0.3% | · | i | -15% | · | · | 11%
CC1(C)C(/C=C/C=C/C=C/C=C2\N(CCCCS(=O)(=O)O)c3ccc4ccccc4c3C2(C)C)=[N+](CCCCS(=O)(=O)[O-])c2ccc3ccccc3c21 | ? | -4% | 0.6% | ? | i | -2% | -74%&14%[inhibitor] | -77* | -3%
CCOc1cc(C2C3=C(CC(C)(C)CC3=O)N(CCCOC)C3=C2C(=O)CC(C)(C)C3)ccc1O | -12% | -12% | -1.4% | -1% | ? | -41% | 6% | 5 | -19%
COc1cccc(NC(=O)CN(C)C(=O)c2ccc(S(=O)(=O)Nc3ccccc3F)cc2)c1 | 0% | -18% | 0.8% | -7% | i | -10% | 3% | 14 | 0%
S=C(Nc1ccccc1)N(CCN1CCOCC1)Cc1cccc(Cl)c1 | 9% | 20% | 0.4% | -4% | i | -16% | -2% | -19 | -12%
C/C(N)=C(/C#N)C(=O)COC(=O)c1cccc(O)c1 | -1% | 0% | 3.3% | 5% | ? | -15% | -31%[inhibitor] | -54* | 3%
CC1Sc2ccc(S(=O)(=O)CCC(=O)N(C)Cc3ccco3)cc2NC1=O (stereo not given) | 9% | -1% | 6.1% | -4% | i | -6% | 0% | 44 | -1%
Cc1ccc(C(=O)NN2CC(O)=C(c3nc(-c4cccc([N+](=O)[O-])c4)cs3)C2=N)cc1 | -5% | 9% | 4.7% | 6% | i | 2% | -4% | -4 | 2%
O=c1ccc(NS(=O)(=O)c2ccccc2)cn1Cc1ccc(Cl)c(Cl)c1 | -8% | ? | 0.5% | -9% | i | -34% | 16% | 18 | -2%
Cc1cccc(NC(=O)C2CC(O)CN2C(=O)Oc2ccccc2)c1 (stereo not given) | 3% | ? | 2.3% | 0% | i | -1% | -1% | -7 | 27%
Cc1ccc(-n2nc(C(=O)NCCc3cccc(C)c3)c3c4ccccc4n(C)c3c2=O)cc1 | 0% | -15% | 6.1% | 7% | i | -5% | · | · | -4%
CNS(=O)(=O)c1ccc(C(=O)NCC(=O)NCCc2ccc3c(c2)OCCO3)cc1 | 6% | -6% | 0.6% | 12% | i | -4% | 1% | 0 | -31%
O=S(=O)(c1ccc(N2CCN(Cc3ccccc3)CC2)nc1)N1CCCC1 | -2% | -22% | 0.2% | -26% | i | -20% | 22% | 4 | -22%
CCCN1CCC(=O)N([C@H](CSc2ccccc2)CC(C)C)CC1 | -15% | ? | 0.1% | ? | ? | -15%&-25% | 1% | -2 | 48%[activator]
COc1ccccc1N1CCN(C2CCN(S(=O)(=O)c3ccc4ccccc4c3)CC2)CC1 | ? | -24% | -0.7% | ? | i | -24% | 10% | -62* | -13%
O=C(NC(=S)N1CCN(c2ccc(F)cc2)CC1)c1ccccc1 | · | -24% | 3.3% | · | i | -26% | · | -9 | ·
COC(=O)c1[nH]c2cc(OC)ccc2c1NC(=O)CCN1CCN(c2cccc(C)c2C)CC1 | ? | ? | 21% | · | i | -7% | ? | -15 | -20%
Cc1ccc(S(=O)(=O)NCc2cn3ccccc3n2)c(C)c1 | -2% | -1% | 0.6% | -7% | i | -12% | -2% | -25 | ·
Cc1ccc(C2OC3=C(C(=O)CC(C)(C)C3)C(N)=C2C#N)o1 (stereo not given) | -3% | 21% | 0.5% | -8% | i | 2% | 8% | -9 | -8%
O=C(c1sc2ccccc2c1Cl)N(Cc1cccs1)C1CCS(=O)(=O)C1 (stereo not given) | 2% | ? | 3.9% | 4% | i | -15% | -5% | -7 | 3%
COc1ccc(-c2cc(C(F)(F)F)nc(SCC(=O)NCCN3CCOCC3)n2)cc1OC | -10% | -4% | 0.5% | 2% | ? | -4% | -2% | -5 | 0%
COc1nn(CC(=O)N2N=C(C(F)F)CC2(O)C(F)F)cc1[N+](=O)[O-] (stereo not given) | 0% | 4% | -0.7% | -1% | i | -12% | 3% | 20 | 3%
O=[N+]([O-])c1ccc(-c2nc(NCc3ccccc3)c3ccccc3n2)cc1 | -14% | 0% | 0.7% | ? | i | 0% | ? | 12 | -16%[11.3 µM]
COCCn1c(=NC(=O)/C=C/c2ccccc2)sc2cc(NC(C)=O)ccc21 | 11% | 3% | 4.4% | -16% | i | -19% | 11% | 0 | 0%
CC1=C(c2ccc(C)c(C)c2)S(=O)(=O)N=C1N1CCC(C(=O)NC(C)Cc2ccco2)CC1 (stereo not given) | -8% | ? | 0.4% | -12% | · | -19% | · | · | ·
Nc1ccn(CC(=O)NCc2ccc3c(c2)OCO3)c(=O)n1 | -1% | -3% | -1.6% | -5% | i | -2% | 9% | 0 | 4%
O=C(CN1C(=O)COc2ccccc21)N(Cc1ccccc1)Cc1ccccn1 | -5% | 7% | 1.6% | · | i | 3% | -3% | -5 | 2%

Some of these compounds in order of molecular weight, highest first:
SMILES | A549 tox | TGFb SMAD3 inh | Nrf2 activator | Nrf2 inh | ATXN viability | HepG2 tox | MCF10A rereplic | IL1B secr inh | ATXN2 expr inh
CC1=C(c2ccc(C)c(C)c2)S(=O)(=O)N=C1N1CCC(C(=O)NC(C)Cc2ccco2)CC1 (stereo not given) | -8% | ? | 0.4% | -12% | · | -19% | · | · | ·
Cc1ccc(C(=O)NN2CC(O)=C(c3nc(-c4cccc([N+](=O)[O-])c4)cs3)C2=N)cc1 | -5% | 9% | 4.7% | 6% | i | 2% | -4% | -4 | 2%
COCCn1c(=NC(=O)/C=C/c2ccccc2)sc2cc(NC(C)=O)ccc21 | 11% | 3% | 4.4% | -16% | i | -19% | 11% | 0 | 0%
O=S(=O)(c1ccc(N2CCN(Cc3ccccc3)CC2)nc1)N1CCCC1 | -2% | -22% | 0.2% | -26% | i | -20% | 22% | 4 | -22%
COc1nn(CC(=O)N2N=C(C(F)F)CC2(O)C(F)F)cc1[N+](=O)[O-] (stereo not given) | 0% | 4% | -0.7% | -1% | i | -12% | 3% | 20 | 3%
Cc1ccc(S(=O)(=O)NCc2cn3ccccc3n2)c(C)c1 | -2% | -1% | 0.6% | -7% | i | -12% | -2% | -25 | ·
Cc1ccc(C2OC3=C(C(=O)CC(C)(C)C3)C(N)=C2C#N)o1 (stereo not given) | -3% | 21% | 0.5% | -8% | i | 2% | 8% | -9 | -8%

(cont.)
SMILES | A549 tox | TGFb SMAD3 inh | Nrf2 activator | Nrf2 inh | ATXN viability | HepG2 tox | MCF10A rereplic | IL1B secr inh | ATXN2 expr inh
CN1CCN2c3ccccc3Cc3ccccc3C2C1 (stereo not given) | 2% | 12% | 0.5% | 14% | i | -3% | ? | -22 | ?
O=C(C1CCC1)N1CCN(S(=O)(=O)c2ccc(F)cc2)CC1 | -12% | -24% | -0.3% | 14% | i | -46% | -3% | 4 | 1%
Cc1cccc(N2CCN(CCCNC(=O)c3sc4ncccc4c3-n3cccc3)CC2C)c1 (stereo not given) | -2% | -7% | 0.4% | · | i | -29% | · | · | -24%
COC(=O)/C=C1\S/C(=N/NC(=O)c2ccc(OC)cc2)NC1=O | -8% | ? | -0.3% | 2% | i | -47% | 17% | -3 | 10%
CC(C)OC(=O)CC12CN3CN(C1)CC(CC(=O)OC(C)C)(C3)C2=O | -3% | -13% | -0.2% | 7% | i | 5% | -1% | 7 | -8%
